# LmPK inhibitor = LmPK (Leishmania mexicana) enzyme inhibition; Q27686; purified LmPK, Kinase-Glo ATP luminescence, 1 h; Potency, µM (highest dose often 57.5 µM), inactives show at the highest dose activity change, negative = inhibition, hits mostly inhibitors; hit rate 0.37% among 290,000; also: potency is read from the fitted curve at half-maximal effect
# Target sequence (Q27686 whole entry, looked up): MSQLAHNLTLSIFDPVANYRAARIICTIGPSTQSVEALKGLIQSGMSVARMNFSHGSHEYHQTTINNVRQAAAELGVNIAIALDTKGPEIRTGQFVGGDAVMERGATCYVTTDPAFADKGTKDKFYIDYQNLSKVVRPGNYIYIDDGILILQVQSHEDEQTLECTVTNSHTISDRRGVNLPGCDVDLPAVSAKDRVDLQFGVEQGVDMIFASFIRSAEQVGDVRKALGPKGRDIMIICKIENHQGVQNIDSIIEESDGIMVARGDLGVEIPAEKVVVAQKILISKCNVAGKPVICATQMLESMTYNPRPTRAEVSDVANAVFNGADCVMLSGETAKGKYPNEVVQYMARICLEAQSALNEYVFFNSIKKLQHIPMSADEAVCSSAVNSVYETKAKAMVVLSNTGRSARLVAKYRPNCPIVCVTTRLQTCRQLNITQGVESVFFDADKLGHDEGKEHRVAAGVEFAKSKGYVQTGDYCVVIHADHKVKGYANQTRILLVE
#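 Purified LmPK (0.1 nM) converted ADP (0.1 mM) to ATP with PEP (0.5 mM) in imidazole buffer pH 7.2 with KCl and MgCl2, 1 h at room temperature. ATP was read by Kinase-Glo luminescence; data normalized to uninhibited and no-enzyme controls.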
# Sm TGR block = S. mansoni TGR enzyme inhibition; Q962Y6; purified TGR, DTNB reduction, TNB absorbance 405 nm; Potency, µM (doses to about 114 µM), without a hit: top-dose activity change, negative = inhibition, hits mostly inhibitors; hit rate 3% among 360,000; AID 485364; also: potency is read from the fitted curve at half-maximal effect; nearly all actives have a fitted effect of over 60% in size
#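 First, TGR (20 nM dispensed) and NADPH were mixed with compound. Second, a 15 min room-temperature incubation followed. Third, further NADPH and then DTNB were added to start the reaction. Finally, TNB absorbance was monitored kinetically.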
# Tb PYK inh = inhibitors of Trypanosoma brucei pyruvate kinase | Q57TT1 | TbPYK enzyme, Kinase-Glo Plus ATP luminescence, 45 min | Potency, µM (highest dose often 76.8 µM), inactives show at the highest dose activity, negative = inhibition, most hits filed as inhibitors | hit rate 0.12% among 410,000 | AID 624173; also: potency is read from the fitted curve at half-maximal effect; nearly all actives have a fitted effect of over 50% in size
#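 ADP (130 uM final) triggers the TbPYK reaction after compound addition; incubation is 45 min at room temperature. Kinase-Glo Plus is then added and luminescence imaged. Normalized data are fitted to concentration-effect curves.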
# AmpC inh no detg = blocks E. coli AmpC beta-lactamase in detergent-free assay | hit rate 0.52% among 330,000 | P00811 | Potency, µM (top dose mostly 57.1 µM), for the others: at the highest dose activity change, negative = inhibition, hits mostly inhibitors | AmpC nitrocefin hydrolysis, absorbance 480 nm, 0.0001% Triton;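 also: potency is read from the fitted curve at half-maximal effect; plate controls were no compound for no effect and no enzyme for full effect; nearly all actives have a fitted effect of over 20% in size; some results filed as inactive show a strong effect at the top dose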
# Target sequence (P00811 whole entry, looked up): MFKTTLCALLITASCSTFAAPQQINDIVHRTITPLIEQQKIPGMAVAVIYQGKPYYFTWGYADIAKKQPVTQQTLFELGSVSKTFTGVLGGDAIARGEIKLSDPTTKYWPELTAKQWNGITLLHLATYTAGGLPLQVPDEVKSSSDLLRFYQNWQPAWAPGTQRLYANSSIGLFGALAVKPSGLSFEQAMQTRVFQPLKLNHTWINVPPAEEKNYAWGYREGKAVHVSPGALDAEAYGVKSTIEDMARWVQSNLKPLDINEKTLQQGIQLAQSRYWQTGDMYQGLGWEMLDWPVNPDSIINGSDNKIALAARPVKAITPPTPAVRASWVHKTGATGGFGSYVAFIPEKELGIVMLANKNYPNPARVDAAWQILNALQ
#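 20 mM phosphate pH 7.0 + 0.01% (detergent screen) or 0.0001% Triton X-100; 5.3 nM AmpC reagent; cpd preinc 15 min RT; nitrocefin (800 uM stock) to start; A480 q20 s × 4 min; Activity was normalised to no-enzyme and no-compound control wells.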
# AmpC inh detg = AmpC beta-lactamase inhibition with detergent present | AmpC hydrolysis of nitrocefin, absorbance 480 nm, 0.01% Triton | Potency, µM (doses to about 114 µM), for the others: top-dose activity change, negative = inhibition, actives largely listed as inhibitors | hit rate 0.041% among 370,000 | AID 485294;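 also: potency is read from the fitted curve at half-maximal effect; 0% = no-compound wells and -100% = no-enzyme wells; nearly all actives have a fitted effect of over 25% in size; some results filed as inactive show a strong effect at the top dose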
#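 AmpC (5.3 nM in the dispensed reagent) in 20 mM phosphate pH 7.0 with 0.01% (detergent screen) or 0.0001% Triton X-100 was preincubated with compounds for 15 min at room temperature. Nitrocefin was then added from an 800 uM solution, and hydrolysis was followed at 480 nm.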
# HCMV inh = inhibitors of human cytomegalovirus; activity change, negative = inhibition, % at 57.5 µM; HFF cells, HCMV-luciferase reporter, 72 h; hits give low values; hit rate 4.5% among 410,000; in the data active = activity change below about -60%; inconclusive = no clear call, values can overlap the other calls; inactive = above about -39%
#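 After 16 h attachment at 37C, HFF cells received test compound and HCMV-luciferase (1 PFU/cell); reporter luminescence read 72 h later, data normalized against buffer-only and known inhibitor Salinomycin.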
# AMA1-RON2 inh = AMA1-RON2 (P. falciparum) interaction inhibition; hit rate 0.2% among 360,000; AlphaScreen AMA1-biotinylated RON2 peptide binding; Potency, µM (doses to about 58.2 µM), without a hit: at the top dose activity change, negative = inhibition, hits mostly inhibitors;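 also: potency is read from the fitted curve at half-maximal effect; 0% = vehicle wells and -100% = peptide control; nearly all actives have a fitted effect of over 45% in size; some results filed as inactive show a strong effect at the top dose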
#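 AMA1 (3D7) with his tag at 25 nM final met compounds first, then biotinylated RON2 peptide at 25 nM; detection used donor plus acceptor beads, 10 µg/mL apiece, read by AlphaScreen after 30 min at room temperature.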
# The depositor's hits bear a star; u = inconclusive; x = no result given; [ ] = another dose, or the depositor's remark. Unless noted, calls follow the shape of the dose curve; as a rule, active = well fitted curve in the direction sought with a large enough effect; inconclusive = small, poorly fitted or top-dose-only effect, or another doubt; inactive = no such curve, though single readings can be large; an effect the other way counts as inactive or inconclusive. Unless noted, % is scaled to controls: 0 for no effect and ±100 for the full control effect.
SMILES,LmPK inhibitor,Sm TGR block,Tb PYK inh,AmpC inh no detg,AmpC inh detg,HCMV inh,AMA1-RON2 inh
CC1CCCN(C(=O)COC(=O)CNC(=O)c2ccc(Br)cc2)C1 (stereo unspecified),x,4%,5%,-11%,-8%,-18,6%
CCn1c2ccccc2c2cc(NC(=O)C(=O)NCC3CCCO3)ccc21 (stereo unspecified),6%,1%,-2%,-7%,2%,57,-18%
COc1ccc(SC[C@H](C)CN2CC[C@H](C(C)(C)C)CCC2=O)cc1,x,-2%,2%,69%[activator],-8%,-13,36%[activator]
O=C(c1cc(-c2ccccc2Cl)nc2ccccc12)N1CCOCC1,7%,-20%,-5%,-4%,u,118,3%
O=C(Cc1c[nH]c2ccccc12)N/N=C/c1ccc(F)cc1,0%,-13%,2%,-23%,u,22,-8%
COC(=O)c1[nH]c2cccc(C)c2c1NC(=O)CN1CCN(c2ccccc2OC)CC1,0%,7%,-5%,173%[activator],u,u,7%
CCNc1ccc(Br)cc(C(=O)/C=C/c2ccccc2Cl)c1=O,x,x,-11%,x,x,-103*,-18%
CC(=O)Nc1ccc(S(=O)(=O)N2CCSC2c2ccc(C)cc2)cc1 (stereo unspecified),1%,2%,-6%,12%,u,-34,2%
Cc1cccc(C(=O)NCCC(=O)Nc2ccc(C#N)cc2)c1,5%,0%,0%,-37%,-7%,27,9%
N=C(N)SCCN,x,-7%,-1%,-16%,-7%,21,-12%
COC(=O)c1sc2cccc(F)c2c1S(=O)(=O)N1CCN(c2ccc(F)cc2)CC1,x,7%,-5%,x,-5%,-9,x
CCn1c(SCC(=O)Nc2ccc(S(=O)(=O)Nc3onc(C)c3C)cc2)nnc1-c1ccccc1,9%,4%,-15%,-29%,4%,24,9%
CCOc1ccccc1Nc1nnc(-c2cc3cc(OC)ccc3oc2=O)s1,x,3%,9%,x,5%,-2,x
CC1(C)C=C(c2ccc(C=O)s2)CC(C)(C)N1C=O,-1%,6%,-10%,-2%,-12%,-13,-12%
Cc1ccc(S(=O)(=O)CCC(=O)OCC(=O)N2c3ccccc3CC2C)cc1 (stereo unspecified),x,-20%,-4%,-1%,u,4,1%
Cc1cccc(N(CC(=O)NCC2CCCO2)C(=O)CNS(=O)(=O)c2ccc(Cl)cc2)c1 (stereo unspecified),-2%,5%,-26%,68%[activator],-11%,-11,-3%
OCCNc1c2ccccc2nc2ccccc12,1%,0%,-1%,-22%,-2%,-101*,15%
NC(=O)CNC(=O)[C@@H]1CC2(CC(c3cccc(Br)c3)=NO2)CN1C(=O)c1ccc(Br)cc1 (stereo partly specified),-2%,u,-18%,177%[activator],4%,18,-10%
CSc1ccc(/C=C/c2cc(=O)c3ccccc3[nH]2)cc1,1%,-1%,-10%,-36%,-5%,-25,-5%
NC(Cc1ccc(C(F)(F)F)cc1)c1csc(Nc2cc(NCc3ccco3)ncn2)n1 (stereo unspecified),x,x,-1%,x,x,-39,65%[activator]
COc1ccc(N2CCN(C(=O)CCCn3nnnc3CN3CCOCC3)C(C)C2)cc1 (stereo unspecified),5%,-21%,-9%,2%,0%,1,-6%
CCn1c(C)cs/c1=N\C(=S)Nc1ccccc1C,-2%,2%,-12%,-33%,u,-5,-12%
COCCNC(=O)c1ccccc1NC(=O)CSc1ccc(C)cc1,2%,-8%,0%,-11%[2.29 µM],u,53,7%
Cc1ccc2nc(SCC(=O)NCc3ccco3)c(C#N)cc2c1,0%,u,-1%,-45%,u,108,-10%
Cc1ccc(-c2nc3ncccc3o2)cc1NC(=O)COc1ccccc1,9%,-3%,-4%,-2%,-3%,-10,1%
CC(C)(C)S(=O)N1Cc2cc(CO)ccc2[C@H]1CCO (stereo partly specified),x,x,0%,x,x,12,-4%
Cc1ccccc1CN1CCCN(Cc2ccc(Cl)cc2)S1(=O)=O,1%,4%,-5%,-48%,-12%,-60*,28%
COc1cccc(N2CCN(C(=O)c3cc4cc5cc(C)ccc5nc4s3)CC2)c1,x,2%,-4%,x,21%,9,x
COc1cccc(CC(=O)Nc2cc(S(=O)(=O)N3CCOCC3)ccc2OC)c1,x,-1%,1%,-16%,-17%,-30,-2%
CCOc1ncccc1C(=O)Nc1cccc(C(=O)Nc2cccc(S(=O)(=O)CCO)c2)c1,0%,4%,-6%,78%[activator],-1%,u,9%
Cc1ccccc1C(=O)N=c1ccn(-c2nc3ccccc3nc2NS(=O)(=O)c2ccc(F)cc2)cc1,8%,-1%,1%,0%,-4%,-61*,-2%
COc1ccc(-c2[nH]nc3c2C(c2ccoc2)C(C#N)=C(N)O3)cc1 (stereo unspecified),7%,-9%,21%,-22%,u,-30,4%
C/C(=N\NS(=O)(=O)c1ccc(Br)cc1)c1ccncc1,-8%,-23%,-10%,18%,1%,-3,-1%
Cc1ccccc1-n1c(-c2ccc3ccccc3n2)n[nH]c1=S,18µM*,-6%,u,-50%,2%,35,57%[activator]
O=C(c1cc2cc(F)ccc2[nH]1)N1CCN(C(=O)c2ccco2)CC1,6%,40µM*,-10%,-1%,-2%,37,3%
Cc1oc(-c2ccccc2)nc1CS(=O)CC(=O)N1CCc2ccccc2C1 (stereo unspecified),-3%,3.2µM*,-11%,29%,-19%,-15,8%
CCOC(=O)/C(N=Nc1c(C)n(C)n(-c2ccccc2)c1=O)=C(/O)c1ccccc1,3%,1%,4%,10%,3%,-15,63%[activator]
COc1ccc(S(=O)(=O)N2CCN(c3ccccn3)CC2)c(OC)c1,-10%,9%,-3%,41%,0%,-37,7%
Cc1cc(C(=O)N2CCC(Cc3ccccc3)CC2)ccc1[N+](=O)[O-],1%,4%,2%,18%,u,10,-2%
CC1(C)Cc2c(cnn2-c2ccccc2)C(=O)/C1=N\NC(=O)c1ccncc1,x,x,1%,x,x,42,12%
CCN1C(=O)N[C@@H](CCc2ccccc2)[C@@H](C(=O)OC)[C@H]1C,-7%[11.5 µM],2.2µM*,0%,-1%,4%,8,-1%
COc1ccc(OCC(O)CN2CCN(c3ccccc3)CC2)cc1 (stereo unspecified),4%,0%,-3%,10%,1%,u,-3%
COc1ccc(N2CCN(S(=O)(=O)CCNC(=O)Cc3ccc(Cl)cc3)CC2)cc1,x,-2%,1%,x,15%,49,x
O=C(CSc1nnc(-c2ccccc2O)o1)Oc1ccc(OCc2ccccc2)cc1,-2%,u,-1%,-40%,-16%,u,66%[activator]
Cc1cc(N2CCOCC2)nc(SCC(=O)c2ccccc2)n1,1%,0%,-8%,-8%,-3%,103,2%
O=C(c1ccco1)N1CCN(C(c2ccccc2F)c2nnnn2CC2CCCO2)CC1 (stereo unspecified),1%,u,-6%,-22%,0%,-6,12%
O=[N+]([O-])c1ccc(/C=N/Nc2ccnc3cc(Cl)ccc23)o1,-7%,-34%,-24%,-34%,4%,-66*,u
Cc1onc(-c2ccccc2)c1C1=N/C(=C\c2ccccc2F)C(=O)O1,4%,-14%,9%,-12%,-2%,11,8%

# Whole records from above:
# Profile of O=C(c1ccco1)N1CCN(C(c2ccccc2F)c2nnnn2CC2CCCO2)CC1 (stereo unspecified) → LmPK inhibitor = 1%; Sm TGR block = u; Tb PYK inh = -6%; AmpC inh no detg = -22%; AmpC inh detg = 0%; HCMV inh = -6; AMA1-RON2 inh = 12%
# Profile of Cc1cc(N2CCOCC2)nc(SCC(=O)c2ccccc2)n1 → LmPK inhibitor = 1%; Sm TGR block = 0%; Tb PYK inh = -8%; AmpC inh no detg = -8%; AmpC inh detg = -3%; HCMV inh = 103; AMA1-RON2 inh = 2%

# Later entries
SMILES,LmPK inhibitor,Sm TGR block,Tb PYK inh,AmpC inh no detg,AmpC inh detg,HCMV inh,AMA1-RON2 inh
O=C(NCCc1c[nH]c2ccccc12)Nc1ccccc1C(F)(F)F,x,-1%,0%,x,2%,-17,x
COc1ccc(N(C(=O)c2cnccn2)C(C(=O)NC2CCCCC2)c2ccccc2)cc1 (stereo unspecified),-2%,-13%,-1%,88%[activator],-7%,-38,13%
Cc1ccc(C(=O)OCC(=O)NCC2CCCO2)c(C)c1 (stereo unspecified),-2%,-2%,1%,-17%,1%,41,3%
COc1ccccc1NC(=O)CCCc1c[nH]c2ccccc12,3%,-24%,-3%,-20%,u,-34,u

# Retrieved by structure from the entries so far (4):
SMILES,LmPK inhibitor,Sm TGR block,Tb PYK inh,AmpC inh no detg,AmpC inh detg,HCMV inh,AMA1-RON2 inh
Cc1ccc(C(=O)OCC(=O)NCC2CCCO2)c(C)c1 (stereo unspecified),-2%,-2%,1%,-17%,1%,41,3%
O=C(NCCc1c[nH]c2ccccc12)Nc1ccccc1C(F)(F)F,x,-1%,0%,x,2%,-17,x
COc1ccc(N(C(=O)c2cnccn2)C(C(=O)NC2CCCCC2)c2ccccc2)cc1 (stereo unspecified),-2%,-13%,-1%,88%[activator],-7%,-38,13%
COc1ccccc1NC(=O)CCCc1c[nH]c2ccccc12,3%,-24%,-3%,-20%,u,-34,u

# Screens as filed in PubChem BioAssay.

# Outcome played no part in choosing rows. About 7.4% of those tested had a hit in this group.
